GRIN3A LBD mod = binders of NR3A ligand-binding domain, primary screen, biophysical, differential scanning fluorimetry, uHTS; Glutamate receptor ionotropic, NMDA 3A (GRIN3A) ligand-binding domain; NR3A LBD differential scanning fluorimetry, Tm shift; 0% = protein alone, 100% = glycine-bound protein; Tm shift relative to glycine control, % at 25 µM; hit rate 2.5% among 340,000;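 active = melting temperature shift of at least 10% of the positive control shift, at one fixed dose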
HKDC1 inhibitor = HKDC1 hexokinase inhibitors, primary screen, biochemical, fluorescence, uHTS | Q2TB90 | recombinant HKDC1, G6PDH/diaphorase resazurin coupled fluorescence | inhibition, % at 20 µM | hit rate 0.16% among 340,000 | AID 493160, 2011;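 active = inhibition above about 35% when tested at 20 µM, limit read from the data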;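 note: plate controls were DMSO wells with enzyme for no effect and DMSO wells lacking enzyme for full effect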
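Assay system – recombinant HKDC1 (HK5) hexokinase enzyme, produced in-house · Input – HKDC1 at 5 µg/mL · Reagent – glucose plus 1 mM ATP as hexokinase substrates · Timing – 90 min reaction incubation at room temperature, dark · Measured by – G6PDH/diaphorase-coupled fluorescence, 1 mM NADP, 100 µM resazurin, 525/613 nm · Benchmarks – DMSO-enzyme wells negative, buffer-substituted wells positive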
MPTP inh = mitochondrial permeability transition pore inhibitors, primary screen, biochemical, isolated mouse mitochondria, absorbance. Ca2+ swelling absorbance, 30 min. inhibition, % at 10 µM. hit rate 1.4% among 360,000;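 active = inhibition of 50% or more, scaled per plate between neutral and stimulator controls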;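 note: 0% = DMSO wells given calcium and 100% = 1 mM EGTA wells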
SENP7 inh = SENP7 protease inhibitors, primary screen, biochemical, luminescence, uHTS. recombinant SENP7, Z-RLRGG-aminoluciferin luminescence, 40 min. AID 434973, 2010. Sentrin-specific protease 7 (Homo sapiens), Q9BQF6. inhibition, % at 5 µM. hit rate 1.5% among 330,000;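 active = inhibition above about 50% at the single test dose, limit read from the data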;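 note: plate controls were DMSO with enzyme for no effect and no enzyme buffer wells for full effect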
Target sequence (Q9BQF6 706-1050 limits assumed): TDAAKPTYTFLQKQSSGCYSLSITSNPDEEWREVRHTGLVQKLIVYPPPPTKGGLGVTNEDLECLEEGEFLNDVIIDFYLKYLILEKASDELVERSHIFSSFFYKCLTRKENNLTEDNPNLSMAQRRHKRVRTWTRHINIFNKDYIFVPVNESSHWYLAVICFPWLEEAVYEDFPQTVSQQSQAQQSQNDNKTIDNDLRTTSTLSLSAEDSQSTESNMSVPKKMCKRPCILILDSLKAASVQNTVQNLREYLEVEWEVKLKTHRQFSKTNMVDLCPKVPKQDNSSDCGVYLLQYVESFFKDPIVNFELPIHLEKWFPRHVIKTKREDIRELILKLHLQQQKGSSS
SENP6 block = SENP6 protease inhibitors, primary screen, biochemical, luminescence, uHTS; inhibition, % at 10 µM; Recombinant SENP6 catalytic domain, aminoluciferin luminescence; AID 2599, 2010; hit rate 1.8% among 330,000; Sentrin-specific protease 6 (Homo sapiens), Q9GZR1;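 active = inhibition above about 50% at the single tested dose, limit read from the data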;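 note: plate controls were DMSO wells with enzyme for no effect and DMSO wells lacking enzyme for full effect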
PfGluPho inh = PfG6PD enzyme inhibitors, primary screen, biochemical, fluorescence intensity, uHTS; glucose-6-phosphate dehydrogenase-6-phosphogluconolactonase (Plasmodium falciparum 3D7); PfGluPho enzyme, NADPH resazurin-diaphorase fluorescence; inhibition, % at 20 µM; hit rate 0.78% among 350,000; AID 504690, 2011;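 active = inhibition reaching at least a set limit at 20 µM in the primary screen, cut at about 59% in these data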;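 note: 0% = DMSO wells with substrate and 100% = DMSO wells lacking glucose-6-phosphate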
SENP8 inh = human SENP8 protease inhibitors, primary screen, biochemical, fluorescence, Nedd8 protein substrate, uHTS; inhibition, % at 20 µM; Sentrin-specific protease 8 (Homo sapiens), Q96LD8; hit rate 0.64% among 360,000; recombinant SENP8; AID 602440, 2012; in the data active = inhibition mostly above about 40%, no sharp cut-off; inactive = mostly below about 27%
Target sequence (Q96LD8 whole entry, looked up): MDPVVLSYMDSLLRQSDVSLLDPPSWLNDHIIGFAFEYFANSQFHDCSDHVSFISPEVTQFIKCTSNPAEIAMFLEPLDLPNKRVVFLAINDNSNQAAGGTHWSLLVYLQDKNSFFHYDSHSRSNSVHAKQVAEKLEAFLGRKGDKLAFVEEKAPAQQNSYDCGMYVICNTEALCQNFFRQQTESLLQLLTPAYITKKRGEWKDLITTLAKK
ATG4B inhibitor = ATG4B protease inhibitors, primary screen, biochemical, fluorescence, uHTS. Cysteine protease ATG4B (Homo sapiens), Q9Y4P1. ATG4B cleavage of LC3-PLA2, NBD-HPC fluorescence, 1 h. inhibition, % at 8.33 µM. hit rate 0.51% among 340,000. AID 504462, 2011; in the data active = inhibition above about 40%
Target sequence (Q9Y4P1 whole entry, looked up): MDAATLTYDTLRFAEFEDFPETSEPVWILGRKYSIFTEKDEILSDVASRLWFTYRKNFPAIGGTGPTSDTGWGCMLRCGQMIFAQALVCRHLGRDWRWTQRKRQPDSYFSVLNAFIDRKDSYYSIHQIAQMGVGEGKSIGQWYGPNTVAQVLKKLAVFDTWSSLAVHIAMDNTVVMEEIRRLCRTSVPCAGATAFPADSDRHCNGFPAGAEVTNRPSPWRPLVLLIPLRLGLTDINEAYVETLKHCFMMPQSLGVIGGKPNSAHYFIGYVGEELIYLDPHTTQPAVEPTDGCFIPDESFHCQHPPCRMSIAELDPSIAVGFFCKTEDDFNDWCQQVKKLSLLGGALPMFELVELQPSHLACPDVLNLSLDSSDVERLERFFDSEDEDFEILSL
* = called active by the depositor; x = no result given.

SMILES | GRIN3A LBD mod | HKDC1 inhibitor | MPTP inh | SENP7 inh | SENP6 block | PfGluPho inh | SENP8 inh | ATG4B inhibitor
O=C(CSc1nc2ccccc2c(=O)[nH]1)NCc1ccc(Cl)cc1 | 0.1 | -5.2 | -0.7 | 7.3 | -22.3 | 7.1 | 20.4 | -3.6
C/C(=N\NC(=O)c1c(Cl)cnn1C)c1cccc(NC(=O)c2ccc(C)cc2)c1 | 2.4 | 1.2 | 3.0 | 11.6 | -13.3 | -9.7 | 9.1 | -0.5
CCOC(=O)C1CCN(C(=O)c2c(C)oc3c2C(=O)c2ccccc2C3=O)CC1 | -1.0 | 10.9 | -2.5 | 21.6 | 47.2 | 30.7 | 60.1* | -7.3
CN(C)CCN(CC1CCCN(Cc2ccccc2F)C1)C(=O)c1ccc(Cl)cc1 (stereo unspecified) | -0.8 | -2.7 | 1.7 | -2.2 | 13.2 | 5.5 | 13.1 | 7.5
CCCN(CC(=O)Nc1ccc(F)c(F)c1F)CC(=O)Nc1c(C)n(C)n(-c2ccccc2)c1=O | 0.5 | 6.0 | 2.4 | 0.5 | 6.1 | 5.8 | 13.3 | -8.7
Cc1cc(C)cc(N(C(=O)c2csnn2)C(C(=O)NC2CCCC2)c2cccnc2)c1 (stereo unspecified) | -2.1 | -6.0 | -0.2 | 5.5 | 6.5 | 4.3 | 2.0 | -4.9
O=C(O)c1ccc(Cl)c(S(=O)(=O)Nc2ccc3cn[nH]c3c2)c1 | -1.9 | 10.7 | -0.3 | 6.5 | 14.6 | 0.1 | -0.7 | 4.5
COc1ccc(/C=N/NC(=O)CC(=O)NCc2cccnc2)cc1 | -1.6 | -11.3 | 0.0 | -6.8 | -10.4 | -10.1 | 16.6 | -0.2
CCOc1ccc(NC(=O)c2cccnc2SC)cc1 | -1.4 | -7.4 | 2.3 | -4.7 | -19.5 | -13.4 | -6.6 | 10.8
O=C(Nc1ccccc1)c1ccc(Cn2cc(C(F)(F)F)ccc2=O)cc1 | 2.0 | -2.1 | 0.1 | 1.8 | -13.4 | 5.2 | 22.2 | -2.4
COc1ccc(C2c3c(ncn(CCN4CCOCC4)c3=N)Oc3ccc4ccccc4c32)cc1OC (stereo unspecified) | -1.0 | -0.4 | -1.0 | 0.7 | 8.9 | -25.2 | -4.2 | -4.7
O=C1C=CC(=O)N1c1ccc(N2CCCCC2)cc1 | -1.9 | 15.7 | 6.2 | -4.9 | 23.3 | 59.2* | 4.7 | -8.0
CCCn1c(N)[n+](CC(=O)c2ccco2)c2ccccc21 | 2.2 | -3.4 | -0.4 | 1.2 | -15.8 | 16.9 | 16.9 | -4.1
Cc1cccc(/C=N/n2c(C)cc(C)c(C#N)c2=O)c1 | 2.2 | 7.3 | -5.3 | 3.2 | -5.4 | -5.9 | -7.0 | 1.2
CCOCC(=O)Nc1c(C(=O)Nc2ccc(OC)cc2OC)oc2ccccc12 | -0.5 | 11.5 | -1.3 | -2.7 | 8.2 | -14.9 | -34.7 | -7.7
O=C1C(c2ccccc2)c2ccccc2N1Cc1ccccc1 (stereo unspecified) | -2.1 | -12.1 | -0.7 | x | x | -10.7 | 1.2 | 7.2
COc1cccc(NC(=O)c2ncn[nH]2)c1 | 0.0 | 3.3 | 0.5 | 0.0 | -0.5 | 0.0 | 14.6 | -4.4
Cn1c(CNC(=O)CNC(=O)Cc2ccc(Cl)cc2)cc(=O)n(C)c1=O | 0.0 | -5.5 | -1.5 | -2.3 | -11.8 | -5.2 | 8.0 | 6.0
Cc1cc(C)c(C)c(OCCCOc2cccc3cccnc23)c1 | 4.4 | -3.8 | 1.0 | 0.8 | -31.0 | 30.5 | -54.5 | -3.0
CCN(C[C@H]1N[C@@](CC)(C(=O)OC)[C@H]2C(=O)N(C)C(=O)[C@@H]12)C(=O)c1ccc(C(C)(C)C)cc1 | 0.9 | 1.8 | 0.7 | -7.2 | -13.8 | 7.5 | -3.7 | -10.6
COc1ccc(CCNC(=O)CSCc2ccc(Br)cc2)cc1OC | 0.5 | -4.0 | 0.4 | -1.9 | 1.7 | 3.2 | 10.2 | -7.7
Cc1ccc2c(CC(=O)N3CCN(c4ccccc4)CC3)coc2c1 | 0.8 | -0.6 | 0.1 | -7.1 | -12.9 | 6.5 | -1.5 | -4.3
N#Cc1ccc(-c2ccco2)nc1SCc1ccccc1 | -4.5 | 4.8 | 2.2 | -11.3 | -15.9 | -4.4 | -294.1 | 8.0
O=C(COC(=O)[C@@H]1CCCN1S(=O)(=O)c1ccc(Cl)cc1)NC1CCS(=O)(=O)C1 (stereo partly specified) | -1.2 | 1.7 | -0.7 | -12.8 | -12.9 | -19.7 | 7.1 | 3.6
COc1ccc(NS(=O)(=O)c2cc(NC(=O)c3ccc(F)cc3)ccc2OC)cc1 | -5.8 | -9.1 | 2.5 | -5.8 | -14.2 | 18.0 | 3.6 | -13.9
(listing goes on)
SMILES | GRIN3A LBD mod | HKDC1 inhibitor | MPTP inh | SENP7 inh | SENP6 block | PfGluPho inh | SENP8 inh | ATG4B inhibitor
O=S(=O)(c1ccccc1)c1ncc(C(F)(F)F)cc1O | 6.5 | -7.2 | 1.1 | 6.2 | -17.2 | 7.4 | -88.8 | -6.0
COc1cc(OC)cc(C(=O)N(Cc2cc3cc(C)ccc3[nH]c2=O)C(C)C)c1 | 2.3 | -3.0 | 0.7 | -5.1 | -16.8 | -7.9 | -117.1 | -24.6
COc1cnc(-c2ccccc2)nc1Oc1ccccc1C | 3.6 | -2.8 | 1.4 | -0.4 | 4.1 | 10.7 | 11.4 | -4.7
CN(C)/C=C/C(=O)c1ccccc1F | 2.5 | -2.5 | 1.5 | 2.7 | -1.6 | 3.0 | 21.7 | -3.5
CCOC(=O)CSc1nnc2c(n1)C1(C)CCC2C1(C)C (stereo unspecified) | 0.1 | -1.1 | -0.7 | 15.6 | 16.1 | -7.3 | 8.6 | 3.6
CCc1cc2c(C)cc(C)cc2nc1SCC(=O)Nc1cc(C)on1 | -0.3 | -1.0 | 2.6 | -9.8 | -37.9 | -2.5 | 12.1 | -4.1
Cc1ccc(OCC(=O)O/N=C(\N)Cc2ccc(Cl)cc2)cc1 | 0.9 | -3.9 | 1.9 | -2.1 | -13.6 | 20.4 | 13.6 | -0.3
CCOC(=O)c1cn(CC)c2cc3c(cc2c1=O)OCO3 | -1.9 | -2.8 | -1.1 | -15.7 | -0.4 | 4.9 | -140.2 | -3.9
Oc1ccc(CCc2n[nH]c(=S)n2-c2ccc(F)cc2)cc1 | 1.4 | -1.2 | 1.3 | -4.0 | -7.1 | 40.8 | 25.2 | -4.4
COc1ccccc1N1CCN(C(=O)c2c(-c3c(Cl)cccc3Cl)noc2C)CC1 | -0.9 | -2.1 | 0.2 | 0.4 | -34.1 | 12.0 | 26.0 | 0.7
CC(=O)c1ccc(S(=O)(=O)N2CCN(C(=O)c3cccc(S(=O)(=O)N4CC(C)OC(C)C4)c3)CC2)cc1 (stereo unspecified) | 3.3 | -2.4 | 0.3 | x | x | 13.3 | 3.3 | -12.1
O=C(COC(=O)C1(c2ccc(F)cc2)CCCC1)NC1CC1 | 0.1 | -7.0 | -0.2 | -6.1 | -4.1 | -19.6 | -0.8 | 3.8
O=C(O)c1nn(CCOc2cccc(Cl)c2)c(=O)c2ccccc12 | -0.1 | 7.3 | 0.9 | -1.9 | 8.2 | 30.6 | 11.0 | 5.2
Cn1nnnc1SCC(=O)Nc1nn(-c2ccccc2)nc1C(N)=O | -0.7 | 2.8 | -1.0 | 1.9 | 1.0 | -8.1 | -44.5 | 7.2
CC(=O)Nc1sc2c(c1CN1CCCC1)CCCC2 | 2.1 | -3.6 | -1.2 | 9.6 | 7.6 | 10.1 | -4.8 | -6.0
Cc1nnc2n1CCCCC2 | 0.9 | -5.0 | 0.6 | 6.7 | -25.5 | 3.4 | 0.6 | -7.4
CC(=O)Nc1ccc(S(=O)(=O)Oc2cccc(/C=N/N=C3/NC(=O)C(CC(=O)O)S3)c2)cc1 (stereo unspecified) | -7.8 | 12.1 | -3.0 | 2.2 | 18.9 | -13.0 | 15.0 | -5.7
Cc1ccccc1C(=O)NC(=S)NC1CC1 | -2.0 | 0.1 | 1.7 | 6.2 | -0.1 | -13.7 | 9.6 | 11.9
CC(=O)Nc1ccc(NC(=O)CCCCCN2C(=O)c3ccccc3C2=O)cc1 | -0.3 | -1.2 | -0.1 | 8.4 | 8.1 | -8.8 | 5.4 | -9.2
Nc1ccc2ccc(O)cc2c1 | 4.8 | 14.9 | 0.2 | x | x | 32.4 | -258.6 | -11.2
CCN(CC)C(=O)CCS(=O)(=O)c1cccc2nonc12 | -0.4 | -0.2 | -1.0 | -3.4 | -18.2 | -2.3 | 8.2 | 1.5
O=C(CCNC(=O)c1ccc(Cl)cc1)NCCC1=CCCCC1 | -0.4 | 3.9 | 0.9 | 8.7 | -11.1 | -6.5 | 18.0 | 7.0
Nc1nnc(-c2ccc(Cl)c(Cl)c2)s1 | -2.6 | -7.9 | 1.4 | -10.3 | -18.1 | 26.8 | -352.5 | -2.3
C=CCSc1nnc(NC(=O)COc2ccccc2)s1 | 0.5 | 7.3 | -1.3 | -1.8 | 3.5 | -22.7 | 7.6 | -3.5
O=C(NC1CCCc2ccccc21)c1ccccc1Br (stereo unspecified) | 0.3 | -13.6 | 1.2 | 4.6 | -27.6 | -2.5 | -1.6 | -7.2
COc1ccc2c(c1OC)CN(C)CCc1cc3c(cc1C(O)C2)OCO3 (stereo unspecified) | 0.4 | -2.9 | -1.0 | 3.8 | -1.4 | -16.9 | 18.9 | -0.5
COCC(C)n1c(SCc2ccc(C(=O)OC)o2)nc2ccccc2c1=O (stereo unspecified) | -0.5 | 7.5 | 1.0 | -3.5 | -2.3 | 12.0 | 7.0 | 8.7
CC1CCC(NC(=O)c2ccc(N3CCCC3=O)cc2)CC1 (stereo unspecified) | 0.4 | -7.4 | -1.0 | -5.4 | -1.8 | -1.2 | 9.1 | 2.3
Oc1ccc[n+](/C=C\c2ccccc2)c1 | -0.3 | -0.8 | -1.4 | -4.2 | 8.8 | -0.9 | -130.0 | 3.6
CC1CN(Cc2ccccc2)c2nc3c(c(=O)n(CC(=O)O)c(=O)n3C)n2C1 (stereo unspecified) | -2.3 | 1.2 | 0.0 | 4.7 | 3.6 | -20.7 | -5.0 | 5.1

Gathered by group, the compounds so far with two or more sulfur atoms (4)
SMILES | GRIN3A LBD mod | HKDC1 inhibitor | MPTP inh | SENP7 inh | SENP6 block | PfGluPho inh | SENP8 inh | ATG4B inhibitor
O=C(COC(=O)[C@@H]1CCCN1S(=O)(=O)c1ccc(Cl)cc1)NC1CCS(=O)(=O)C1 (stereo partly specified) | -1.2 | 1.7 | -0.7 | -12.8 | -12.9 | -19.7 | 7.1 | 3.6
CC(=O)c1ccc(S(=O)(=O)N2CCN(C(=O)c3cccc(S(=O)(=O)N4CC(C)OC(C)C4)c3)CC2)cc1 (stereo unspecified) | 3.3 | -2.4 | 0.3 | x | x | 13.3 | 3.3 | -12.1
CC(=O)Nc1ccc(S(=O)(=O)Oc2cccc(/C=N/N=C3/NC(=O)C(CC(=O)O)S3)c2)cc1 (stereo unspecified) | -7.8 | 12.1 | -3.0 | 2.2 | 18.9 | -13.0 | 15.0 | -5.7
C=CCSc1nnc(NC(=O)COc2ccccc2)s1 | 0.5 | 7.3 | -1.3 | -1.8 | 3.5 | -22.7 | 7.6 | -3.5
